Source: PubChem BioAssay (Sanford-Burnham Center for Chemical Genomics)
UBC13 polyUb: UBC13 polyubiquitin chain formation inhibitors, primary screen, biochemical, TR-FRET, uHTS; Ubiquitin-conjugating enzyme E2 N (Homo sapiens), P61088; inhibition, % at 20 µM; hit rate 0.47% among 330,000; AID 485273, 2010; in the data active means inhibition above about 45%, passing the limit was not always enough
Target sequence (P61088 whole entry, looked up): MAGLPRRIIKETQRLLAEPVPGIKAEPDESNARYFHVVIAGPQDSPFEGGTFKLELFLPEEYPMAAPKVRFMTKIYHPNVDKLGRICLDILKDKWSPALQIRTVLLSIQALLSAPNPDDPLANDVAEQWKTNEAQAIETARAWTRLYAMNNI
CCR6 antag: CCR6 receptor antagonists, primary screen, cell-based, CHO-K1, luminescence, beta-arrestin, uHTS | CHO-K1 CCR6 PathHunter beta-arrestin, CCL20-stimulated | C-C chemokine receptor type 6 (Homo sapiens), P51684 | hit rate 0.49% among 340,000 | inhibition, % at 20 µM;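 active means compounds whose inhibition of the agonist-driven luminescence signal at 20 µM reaches about 50%, limit read from the data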;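 further: cells stimulated with CCL20 at 14 nM final; plate controls were DMSO with CCL20 for no effect and DMSO without agonist for full effect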
Jurkat NFkB inh: inhibitors of induced NF-kB luciferase reporter, primary screen, TCR NF-kB activation inhibitor project, cell-based, luminescence, uHTS. hit rate 0.53% among 330,000. AID 435003, 2010. Jurkat, PMA/ionomycin-induced NF-kB luciferase reporter. inhibition, % at 4 µM; in the data active means inhibition above about 50%
Gli-Sufu antag: Gli-Sufu pathway antagonists, primary screen, luciferase luminescence, Sufu-KO-LIGHT cells, uHTS; Sufu-KO-LIGHT fibroblasts, Gli luciferase reporter luminescence; inhibition, % at 5 µM; hit rate 0.74% among 340,000;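 active means inhibition above about 55%, limit read from the data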;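 further: 0% = DMSO-treated cells and 100% = wells with medium but no cells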
CXCR6 inh: CXCR6 receptor inhibitors, primary screen, cell-based, beta-arrestin, luminescence, CHO-K1 PathHunter, 1536-well; hit rate 0.36% among 360,000; inhibition, % at 20 µM; C-X-C chemokine receptor type 6 (Homo sapiens), O00574; in the data active means inhibition above about 34%, passing the limit was not always enough;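 further: antagonist mode with CXCL16 agonist at 10 nM final; 0% = 10 nM CXCL16 with DMSO and 100% = unstimulated wells without agonist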
Target sequence (O00574 whole entry, looked up): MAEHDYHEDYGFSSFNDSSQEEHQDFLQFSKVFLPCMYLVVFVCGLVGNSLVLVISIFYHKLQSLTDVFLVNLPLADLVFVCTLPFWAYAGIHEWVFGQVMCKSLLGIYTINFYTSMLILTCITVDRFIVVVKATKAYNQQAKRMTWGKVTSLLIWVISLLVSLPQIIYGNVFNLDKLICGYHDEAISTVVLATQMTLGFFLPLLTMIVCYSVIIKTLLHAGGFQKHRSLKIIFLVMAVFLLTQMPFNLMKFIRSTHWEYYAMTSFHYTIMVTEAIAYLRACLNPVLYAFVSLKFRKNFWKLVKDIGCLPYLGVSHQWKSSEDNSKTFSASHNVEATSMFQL
697 NFkB inh: inhibitors of PMA/ionomycin-induced NF-kB reporter, 697 cells, primary screen, B-cell NF-kB inhibitor project, cell-based, luminescence, uHTS. 697 B-cell NF-kB luciferase reporter, 16 h. inhibition, % at 4 µM. hit rate 0.33% among 330,000. AID 435022, 2010; in the data active means inhibition above about 35%
APJ antag: antagonists of human apelin receptor APJ, primary screen, CHO-K1 cells, beta-arrestin complementation, luminescence; P35414; inhibition, % at 20 µM; hit rate 0.32% among 330,000;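 active means inhibition above about 40% at 20 µM, limit read from the data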;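 further: cells challenged with 10 nM apelin-13 agonist together with compound; plate controls were apelin-13 plus DMSO wells for no effect and DMSO wells lacking apelin-13 for full effect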
Target sequence (P35414 whole entry, looked up): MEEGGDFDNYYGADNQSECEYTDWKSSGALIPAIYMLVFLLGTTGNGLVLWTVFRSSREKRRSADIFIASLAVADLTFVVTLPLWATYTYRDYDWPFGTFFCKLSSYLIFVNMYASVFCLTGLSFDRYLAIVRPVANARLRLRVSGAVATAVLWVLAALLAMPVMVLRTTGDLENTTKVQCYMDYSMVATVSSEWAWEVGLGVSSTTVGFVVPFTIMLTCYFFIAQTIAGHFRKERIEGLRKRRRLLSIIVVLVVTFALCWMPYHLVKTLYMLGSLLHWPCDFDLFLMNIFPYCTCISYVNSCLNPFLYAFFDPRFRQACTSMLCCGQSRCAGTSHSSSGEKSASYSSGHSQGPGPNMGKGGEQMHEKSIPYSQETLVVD
EBI2 antag: EBI2 receptor antagonists, beta-arrestin recruitment, primary screen, cell-based, luminescence, 7a,25-OHC stimulation, uHTS | 7a,25-OHC stimulated | inhibition, % at 5 µM | hit rate 0.81% among 360,000 | AID 651636, 2012; in the data active means inhibition above about 38%;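 further: enzyme fragment complementation signal reports receptor beta-arrestin coupling in cells; 0% = agonist plus DMSO wells and 100% = wells without agonist; some results beyond the cut were filed as inactive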
* = called active by the depositor; x = not tested or not shown.

SMILES	UBC13 polyUb	CCR6 antag	Jurkat NFkB inh	Gli-Sufu antag	CXCR6 inh	697 NFkB inh	APJ antag	EBI2 antag
Cc1ccc(Nc2nnc(-c3ccncc3)s2)c(Br)c1	-1	-10	8	5	-14	11	4	-5
CCC(=O)c1cn(CC(=O)Nc2cc(C)ccc2C)c2ccccc12	0	12	-2	-1	2	-8	12	-4
CCn1ncc(CN2CCN(Cc3ccc(OC)c(C)c3C)C(CCO)C2)c1C (stereo unspecified)	4	-8	13	16	1	-2	-4	1
Cc1ccnc(OC(C(=O)O)C(OCCc2ccccc2)(c2ccccc2)c2ccccc2)n1 (stereo unspecified)	-14	2	8	-11	3	-7	-3	7
O=c1[nH]c(=O)n([C@H]2C[C@H](O)[C@@H](CO)O2)cc1Br	-1	-8	-1	-34	3	-70	9	-13
COc1cc(C(=O)OC(C)c2ccc(F)cc2)ccc1OCC(=O)N1CCOCC1 (stereo unspecified)	4	9	1	11	-3	14	13	4
COc1ccc(N(CC(=O)NCC2CCCO2)C(=O)CCC(=O)Nc2cc(C)on2)cc1OC (stereo unspecified)	3	8	9	-14	-1	0	5	-11
CCCCNC(=O)CS(=O)Cc1nc(-c2cccs2)oc1C (stereo unspecified)	-7	3	-1	12	2	-2	1	-7
CN(C)CCCN(C(=O)CCc1ccccc1)c1nc2ccc(F)cc2s1	31	6	8	7	-6	14	6	1
Cc1cccc(C)c1OCCCCc1c(C)n[nH]c1C	7	7	2	-4	1	-4	3	-5
Nc1nc(-c2ccco2)nn1C(=O)c1ccc([N+](=O)[O-])cc1	19	10	19	9	-6	12	-37	-1
CN(C)S(=O)(=O)c1ccc(-c2csc(N/N=C/c3ccco3)n2)cc1	7	-14	31	6	-2	-59	-40	-44
CC(Oc1ccc2c(-c3ccccc3)cc(=O)oc2c1)C(=O)O (stereo unspecified)	-4	-2	-15	2	-1	-4	-17	-3
S=C(NC1CC1)N1CCN(C(=S)NC2CC2)CC1	-4	-4	-4	-7	-13	-10	-25	1
O=C(NNC(=O)c1cccnc1SCc1cccc([N+](=O)[O-])c1)c1ccc(F)cc1	-8	15	-7	3	6	-10	8	-1
Cc1cc(C)n2nc(SC(C)C(=O)N(C)c3ccccc3)nc2n1 (stereo unspecified)	-5	-1	-1	-1	2	19	13	3
Cc1ccc(CSCc2ccc(C(=O)NC3CCCC3)o2)cc1	2	3	6	3	4	2	-5	-2
CSc1nc(N)nc2c1ncn2Cc1ccccc1	x	8	x	-4	4	x	x	-6
CC(C)C(NC(=O)CN1C(=O)c2ccccc2C1=O)c1ccccc1 (stereo unspecified)	1	13	-2	3	11	16	10	6
CCC(C)c1ccc(NC(=O)C2CCN(c3ccc(C(F)(F)F)cn3)CC2)cc1 (stereo unspecified)	-7	10	20	16	-8	-34	-4	21
Cc1cc(N2CCOCC2)n2cc(-c3ccccc3)nc2n1	27	9	4	8	0	12	10	-5
c1ccc(-c2noc(CSc3nnnn3C3CCCCC3)n2)cc1	8	12	-9	-6	3	19	6	2
O=C(c1ccccn1)c1conc1C(=O)c1ccc(Br)cc1	2	14	-16	-11	7	-2	-4	-5
CCOc1ccc(S(=O)(=O)N2CCCC(C(=O)NCc3cccnc3)C2)cc1 (stereo unspecified)	0	-4	3	17	8	17	7	7
CC(C)n1cc(C(=O)c2ccccc2O)cc(C#N)c1=O	1	5	2	-13	0	5	15	2

Ordered by the number under UBC13 polyUb (low to high): some entries from above
smiles | UBC13 polyUb | CCR6 antag | Jurkat NFkB inh | CXCR6 inh | 697 NFkB inh | APJ antag | EBI2 antag
CCCCNC(=O)CS(=O)Cc1nc(-c2cccs2)oc1C (stereo unspecified) | -7 | 3 | -1 | 2 | -2 | 1 | -7
CC(C)C(NC(=O)CN1C(=O)c2ccccc2C1=O)c1ccccc1 (stereo unspecified) | 1 | 13 | -2 | 11 | 16 | 10 | 6
Cc1ccc(CSCc2ccc(C(=O)NC3CCCC3)o2)cc1 | 2 | 3 | 6 | 4 | 2 | -5 | -2
COc1ccc(N(CC(=O)NCC2CCCO2)C(=O)CCC(=O)Nc2cc(C)on2)cc1OC (stereo unspecified) | 3 | 8 | 9 | -1 | 0 | 5 | -11

Compound profiles, as listed above.
Cc1ccnc(OC(C(=O)O)C(OCCc2ccccc2)(c2ccccc2)c2ccccc2)n1 (stereo unspecified) in the list: UBC13 polyUb: -14; CCR6 antag: 2; Jurkat NFkB inh: 8; Gli-Sufu antag: -11; CXCR6 inh: 3; 697 NFkB inh: -7; APJ antag: -3; EBI2 antag: 7
CN(C)CCCN(C(=O)CCc1ccccc1)c1nc2ccc(F)cc2s1 in the list: UBC13 polyUb: 31; CCR6 antag: 6; Jurkat NFkB inh: 8; Gli-Sufu antag: 7; CXCR6 inh: -6; 697 NFkB inh: 14; APJ antag: 6; EBI2 antag: 1

Further compounds
SMILES	UBC13 polyUb	CCR6 antag	Jurkat NFkB inh	Gli-Sufu antag	CXCR6 inh	697 NFkB inh	APJ antag	EBI2 antag
CC(NC(=O)c1ccc(NC(=O)c2ccco2)cc1)c1ccccc1 (stereo unspecified)	-2	9	-10	-2	3	-31	-55	2
COCCNCC(=O)Nc1ccccc1Sc1ccccc1	-1	7	2	-6	-8	-13	5	-14
Cc1ccc(C)c(N(Cc2ccccc2F)S(C)(=O)=O)c1	-2	6	-5	5	6	1	13	7
CN(Cc1c(F)cccc1Cl)C(=O)c1ccc(COc2ccccc2)cc1	10	36	10	-5	10	0	5	2
Cc1ccc(C)c(N2CCN(C(=O)c3csc4ccccc34)CC2)c1	13	15	11	8	2	13	19	48*
CCN(CC)C(=O)[C@H]1C[C@H](CC(=O)NCc2ccc(OC)c(OC)c2)C(=O)N2CCc3c([nH]c4cc(-c5ccco5)ccc34)[C@]12C	x	27	x	-4	4	8	x	3
Nc1nc(NCC(=O)O)nc(N2CCCCCC2)c1[N+](=O)[O-]	0	9	4	29	-4	2	18	4
CCOc1ccc(NC(=O)Cn2ncc3ccccc32)cc1	3	3	-47	-39	-5	-29	4	-1
CC(NC(=O)CSc1n[nH]c(N)n1)c1ccccc1 (stereo unspecified)	3	3	-7	-1	2	6	9	-1
Cn1c(=O)c2sccc2n2c(CCCC(=O)NCCc3ccccc3)nnc12	-1	12	1	-3	-1	-4	8	0
CCOc1ccccc1C1NC(=O)NC(C)=C1C(=O)OC1CCCCC1 (stereo unspecified)	4	3	2	4	2	4	-10	-4
C/C(Cn1nc([N+](=O)[O-])cc1C)=N\NC(=O)c1cccc(Br)c1	-4	-19	-22	2	2	3	-7	-12
C=CC[C@@H](CC(=O)N(CCO)Cc1ccccc1)C(=O)NC[C@H](OC(=O)[C@@H](CC=C)CC(=O)OC(C)(C)C)c1ccccc1	8	24	4	14	13	0	2	14
COc1ccc(S(=O)(=O)N2CCCCC2)cc1NC(=O)Cn1c(=O)cnc2ccccc21	-3	22	-7	1	-2	-24	-9	5
CC(C(=O)NC1CCCCCC1)n1cc([N+](=O)[O-])cn1 (stereo unspecified)	-2	12	9	-20	-2	17	9	13
Cc1cc(NC(=O)CCl)n(-c2nc3ccccc3s2)n1	5	-31	-42	-8	9	9	-14	10
CCn1nc(C(=O)NNC(=O)c2cc(Cl)ccc2OC)c2ccccc2c1=O	-2	38	1	-2	22	10	14	1
COc1ccc(NC(=O)N2CCCC(C(=O)Nc3ccccc3OC)C2)cc1 (stereo unspecified)	8	8	8	-19	8	12	15	19
Cc1cccc(OCCCn2c(=O)oc3ccc(C)cc32)c1	-2	13	5	-4	0	-38	7	15
O=C(CSc1nnc(CNC(=O)c2c(F)cccc2F)o1)c1ccccc1	1	16	-2	-10	-4	-11	1	-7
CC1=CC(C)(C)N2C(=O)C(=O)c3cc(OC(=O)c4ccco4)cc1c32	-22	25	46	-3	14	11	-8	-10
C/C(=N\NC(=O)C1(C)CC1(Br)Br)c1ccc(NC(=O)c2ccc(C)o2)cc1 (stereo unspecified)	2	-8	-26	-4	-11	-51	-24	-12
Cn1c(=O)n(CC(N)=O)c(=O)c2c1nc1n2CCCN1Cc1ccccc1	-4	4	0	0	-4	2	20	-1
Cc1nnsc1-c1nnc(SCC(=O)c2ccccc2)n1C1CC1	1	9	2	-5	-8	-4	11	-1
Cc1c(CCC(=O)N[C@@H](CCCNC(N)=O)C(=O)O)c(=O)oc2cc3oc4c(c3cc12)CCCC4	-2	4	-9	20	2	26	-18	-3

Limited to Jurkat NFkB inh and APJ antag, for some of the entries so far:
molecule	Jurkat NFkB inh	APJ antag
C=CC[C@@H](CC(=O)N(CCO)Cc1ccccc1)C(=O)NC[C@H](OC(=O)[C@@H](CC=C)CC(=O)OC(C)(C)C)c1ccccc1	4	2
COc1ccc(S(=O)(=O)N2CCCCC2)cc1NC(=O)Cn1c(=O)cnc2ccccc21	-7	-9
CC(C(=O)NC1CCCCCC1)n1cc([N+](=O)[O-])cn1 (stereo unspecified)	9	9

Remaining list, next part
SMILES	UBC13 polyUb	CCR6 antag	Jurkat NFkB inh	Gli-Sufu antag	CXCR6 inh	697 NFkB inh	APJ antag	EBI2 antag
C[C@H](C(=O)C=[N+]=[N-])N1C(=O)c2ccccc2C1=O	-1	x	7	x	x	10	2	x
CN(CC(=O)Nc1ccc(F)cc1)C(=O)c1cc(-c2ccco2)nc2ccccc12	14	12	3	0	12	-1	19	4
CCOC(=O)C1(CCCc2ccccc2)CCN(C(=O)CCC2=NNC(=O)CC2)CC1	-2	4	-4	-4	-5	-9	-7	7
COc1ccc(C(=O)NNC(=O)C2CCN(S(=O)(=O)c3ccc(C)cc3)CC2)cc1	-6	2	-12	-9	-9	11	-10	-7
O=CN1CCN(c2ncnc3c2nnn3Cc2c(F)cccc2Cl)CC1	5	9	-2	-11	3	10	-1	-4
CC(C)(C)n1c(=O)[nH]c2c(c1=O)CCC2	8	-4	3	2	7	24	12	6
O=C(NC(=S)N1CCN(C/C=C/c2ccccc2)CC1)c1c(F)cccc1F	-2	4	5	-1	5	-29	7	8
Cc1ccc(S(=O)(=O)NCc2ccc(C(=O)N(C)CCC#N)cc2)cc1	-6	-17	1	5	-6	4	-20	5
O=C(CCN1C(=O)/C(=C/c2cccs2)SC1=S)NC1=NCCS1	x	11	x	5	6	x	x	1
CCc1c(C#N)c(SCCC(=O)Nc2ccc(OC)cc2)nc2c1C(=O)CC(C)(C)C2	-3	14	-4	-18	8	-15	1	-1
Nc1nc(Cl)nc2ccc(Br)cc12	49*	15	-22	-15	0	-55	-5	3
COCC(C)n1c(SCc2nc3ccccc3c(=O)[nH]2)nc2ccccc2c1=O (stereo unspecified)	-4	10	-5	7	-1	-11	-1	9
CCOC(=O)c1cnc(Cc2ccccc2)[nH]c1=O	-4	2	-5	-2	-1	4	-10	5
Cc1ccccc1CC1(CO)CCCN(C(=O)c2cccc(Cl)c2)C1 (stereo unspecified)	1	19	-10	8	2	-6	8	-1

Quoted at random: 2 compounds from above, in no set order.
SMILES	UBC13 polyUb	CCR6 antag	Jurkat NFkB inh	Gli-Sufu antag	CXCR6 inh	697 NFkB inh	APJ antag	EBI2 antag
CC(C)(C)n1c(=O)[nH]c2c(c1=O)CCC2	8	-4	3	2	7	24	12	6
CCOc1ccc(S(=O)(=O)N2CCCC(C(=O)NCc3cccnc3)C2)cc1 (stereo unspecified)	0	-4	3	17	8	17	7	7
